Screens (PubChem BioAssay)
PAFAH2 inh: inhibitors of human PAFAH2. recombinant PAFAH2, FP-rhodamine activity probe, fluorescence polarization. Q99487. AID 492956. 340,000 compounds, 0.99% hits. inhibition, % at 3.39 µM;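 active means inhibition above the mean over all tested compounds plus 3 SD, cut at about 30% in these data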;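 further: inhibitors block probe labeling of enzyme so polarization drops; 0% = enzyme with DMSO and 100% = wells lacking PAFAH2 protein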
Fh CTSL1 inh: counter-screen for PFM18AAP inhibitors: inhibitors of F. hepatica cathepsin L1; recombinant F. hepatica cathepsin L1, Z-Leu-Arg-MCA fluorescence; inhibition, % at 5.96 µM; 300,000 compounds, 0.49% hits;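 active means inhibition above the mean of all tested compounds plus 3 SD, set per screening campaign, cut at about 17% in these data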;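 further: 0% = plate median of test compound wells and 100% = 1 µM Z-Phe-Ala-diazomethylketone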
PP1 inh: counter-screen for PP5 inhibitors: inhibitors of human PP1-alpha. P62136. inhibition, % at 6.7 µM. 320,000 compounds, 0.9% hits. purified PP1alpha, OMFP fluorescence. AID 2235;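 active means inhibition above the mean inhibition of all tested compounds plus 3 SD, computed separately for each screening campaign, cut at about 15% in these data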
proCasp7 act: counter-screen: procaspase-7 (human) activation | P55210 | recombinant procaspase-7, Ac-DEVD-pNA absorbance 405 nm; D23A/D198A/D206A triple mutant, cannot self-cleave; scale: DMSO 0, 5 µM enzyme 100 | activation, % at 8.5 µM | 330,000 compounds, 0.093% hits | AID 463210;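 active means percent activation above the screen-wide mean plus 3 SD, cut at about 25% in these data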
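Test system: Procaspase-7 triple mutant (PC-7 D3A). Also added: Ac-DEVD-pNA substrate, 400 µM as added. Schedule: 1 h enzyme–compound preincubation and 2 h substrate reaction, both 25 °C. Signal: p-Nitroaniline absorbance at 405 nm, read at 0 and 120 min. Control set: low DMSO alone, high DMSO plus 5 µM PC-7.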
proCasp3 act: activates human procaspase-3; P42574; recombinant procaspase-3 D3A, Ac-DEVD-pNA absorbance 405 nm; activation, % at 8.5 µM; 330,000 compounds, 0.11% hits; AID 463141;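 active means activation above the mean of all tested compounds plus 3 SD, cut at about 21% in these data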;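 further: 0% = DMSO alone and 100% = DMSO wells spiked with extra 5 µM PC-3 D3A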
Target sequence (P42574 whole entry D9A/D28A/D175A): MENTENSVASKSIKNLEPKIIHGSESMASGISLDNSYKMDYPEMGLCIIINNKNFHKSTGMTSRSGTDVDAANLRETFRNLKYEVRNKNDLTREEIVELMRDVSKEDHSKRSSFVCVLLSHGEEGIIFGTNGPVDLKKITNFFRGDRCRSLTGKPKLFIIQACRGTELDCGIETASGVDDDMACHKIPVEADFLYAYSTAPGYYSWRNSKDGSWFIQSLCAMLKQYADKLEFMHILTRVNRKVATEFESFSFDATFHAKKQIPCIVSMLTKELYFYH
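Assay system: Autoprocessing-dead procaspase-3 D3A mutant enzyme; also added: Ac-DEVD-pNA; doses: one concentration, 8.5 µM nominal, 0.8% DMSO; times: 1 h compound preincubation, 2 h substrate hydrolysis at 25 °C; technique: 405 nm absorbance of p-nitroaniline, reads at 0 and 120 min; measure: % activation between DMSO and enzyme-spiked controls; repeats: single replicate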
TPT1 inhibitor: blocks Candida albicans tRNA 2'-phosphotransferase | recombinant caTPT1, FP RNA substrate dephosphorylation | 300,000 compounds, 0.81% hits | AID 1962 | inhibition, % at 5 µM;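 active means inhibition above the mean of all tested compounds plus 3 SD, set per screening campaign, cut at about 24% in these data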;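 further: plate controls were DMSO alone for no effect and ferristatin control at 100 nM for full effect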
HCV core dimer: HCV core protein dimerization inhibition; 300,000 compounds, 0.33% hits; TR-FRET GST/Flag-core106 dimerization, 1536-well; inhibition, % at 5 µM;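 active means inhibition above the mean of all tested compounds plus 3 SD, set per screening campaign, cut at about 45% in these data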
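System: GST-tagged and Flag-tagged HCV core protein residues 1-106 / Input: core106 proteins, GST 13.5 nM and Flag 17 nM / Buffer or medium: KF-containing HEPES buffer, pH 7.45, DTT, CHAPS, BSA / Probe or stimulus: Eu-anti-GST and XL665-anti-Flag labelled anti-tag antibodies / Schedule: 4 h, 22.5 °C incubation / Technique: TR-FRET 671 and 617 nm emission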
AHR activator: activators of human aryl hydrocarbon receptor; activation, % at 5 µM; AHR-responsive luciferase reporter cells, luminescence; P35869; 320,000 compounds, 2.5% hits; in the data active means activation above about 47%;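 further: 0% = vehicle wells and 100% = reference agonist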
PP5 inh: inhibitors of human protein phosphatase 5 (PP5); P53041; purified PP5c, OMFP substrate fluorescence; inhibition, % at 6.7 µM; 320,000 compounds, 0.18% hits; AID 1987;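 active means inhibition above the campaign's mean inhibition across all tested compounds plus 3 SD, cut at about 9.5% in these data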;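 further: 0% = DMSO only and 100% = 100 µM cantharidin control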
Target sequence (P53041 whole entry, looked up): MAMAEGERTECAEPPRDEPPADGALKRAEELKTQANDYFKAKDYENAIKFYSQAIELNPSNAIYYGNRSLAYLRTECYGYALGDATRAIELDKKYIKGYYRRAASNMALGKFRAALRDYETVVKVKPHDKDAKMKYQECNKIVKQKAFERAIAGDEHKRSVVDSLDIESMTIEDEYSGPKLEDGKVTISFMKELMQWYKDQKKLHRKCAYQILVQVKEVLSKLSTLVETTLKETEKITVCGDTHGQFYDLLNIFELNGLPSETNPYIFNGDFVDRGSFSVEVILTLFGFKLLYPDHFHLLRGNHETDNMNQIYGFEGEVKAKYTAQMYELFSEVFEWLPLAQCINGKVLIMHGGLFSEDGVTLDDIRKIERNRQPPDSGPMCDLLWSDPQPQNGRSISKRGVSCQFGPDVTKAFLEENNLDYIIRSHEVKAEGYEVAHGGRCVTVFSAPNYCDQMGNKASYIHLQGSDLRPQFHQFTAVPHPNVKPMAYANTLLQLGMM
Starred values were filed as active, the others as inactive; . = not tested or not shown.

SMILES	PAFAH2 inh	Fh CTSL1 inh	PP1 inh	proCasp7 act	proCasp3 act	TPT1 inhibitor	HCV core dimer	AHR activator	PP5 inh
O=C(Nc1c(C(=O)Nc2cccc(F)c2)oc2ccccc12)c1ccc2c(c1)OCO2	-39	3	0	11	-1	-2	25	5	-1.4
O=C(Nc1ccc(Nc2ccccc2)cc1)c1ccc(F)cc1	-3	4	-1	11	-6	-1	-9	-2	0.3
O=C(COC(=O)C1CC1)NCCNC(=O)COC(=O)C1CC1	4	-2	-6	-4	2	-1	-4	2	-2.1
CCC(CC)C(=O)Nc1cccc(/C(C)=N/NC(=O)c2c(Br)cnn2C)c1	2	-1	1	1	8	-4	-4	-10	1.0
CC/C(=C/c1ccccc1)c1cccc2[nH]c3c(OC)cccc3c12	-6	-2	0	-2	4	3	-12	37	2.4
Cc1ccc(C)c(NC(=S)N2CCC(NC(=O)c3ccc(F)cc3)CC2)c1	4	-4	-4	-3	3	-2	4	-3	3.1
CCNc1nc(NC(C)C)nc(ON=C(C)C)n1	.	0	-3	8	-2	-3	-17	-1	-0.7
COc1ccccc1N1CCN(C(=O)C(=O)c2cn(CC(=O)N3CCCCCC3)c3ccccc23)CC1	1	4	-2	-3	-5	-7	22	8	1.5
CCN1C(=O)CC(N2CCC(C(=O)OC)CC2)C1=O (stereo unspecified)	0	-3	0	-11	-2	0	-2	0	1.5
Cc1ccccc1OCCC(=O)OCC(=O)Nc1c(F)cccc1F	11	-32	-5	7	3	2	0	-2	-1.7
COc1ccc(C(=O)NCCS(=O)(=O)N2CCCC2)cc1	-1	-2	-1	17	0	-2	-1	2	-1.8
O=C(CCc1nnc2n(Cc3ccccc3)c(=O)c3ccccc3n12)NCCN1CCOCC1	-10	0	-2	4	3	-5	0	-1	-2.3
C=CCSc1n[nH]c(-c2cccs2)n1	-21	-6	2	1	4	0	-3	2	2.5
O/N=C/c1ccn(-c2ccc(Br)cc2)c1	-3	-1	-1	-14	-3	0	3	6	0.7
CC1CCCN(CCOc2cccc(Oc3ccccc3)c2)C1 (stereo unspecified)	7	-7	0	3	13	-1	5	0	0.9
S=C(NCC1CCCCC1)Nc1ccc(Oc2ccccc2)cc1	-13	-5	0	0	11	4	16	2	2.2
COc1ccc(N2CCN(CC(O)COc3cc(C)ccc3C)CC2)cc1 (stereo unspecified)	6	-7	1	-1	6	-3	-9	7	-0.2
CCC(C)NC(=O)c1cnc2n(c1=O)CCS2 (stereo unspecified)	-3	-1	-1	5	2	-3	-8	1	1.2
CC(=O)NC(O)C(=O)c1ccccc1 (stereo unspecified)	-1	-2	-2	-11	-2	-3	-5	-1	2.1
Cc1ccc(S(=O)(=O)Nc2csc(C)c2C(=O)O)cc1	.	-1	-5	2	-9	5	3	0	1.1
CCSc1nc2ccccc2n1CC(=O)OC	-9	-1	-3	0	2	1	-4	0	-0.7
COc1ccc(-c2[nH]ncc2CN2CCCCCCC2)c(OC)c1	3	2	4	4	3	-2	-2	-1	-0.6
Cc1ccc2c(cnn2C(=O)CCC(=O)NCc2cccc(Br)c2)c1	-8	-3	-2	-3	4	4	-3	3	2.3
CCN(CCn1cccn1)C(=O)C1CCC(=O)N(CC2CCCCC2)C1 (stereo unspecified)	-1	1	0	-11	8	-3	-15	0	-0.2
CC(C)Oc1ccccc1C1(c2ccccc2)NC(=O)NC1=O (stereo unspecified)	5	0	-2	2	2	-1	6	2	-0.1
COc1ccc(N2C(=O)C3CCCN3C2c2ccc(Cl)cc2)cc1 (stereo unspecified)	2	4	-1	3	6	0	0	10	2.2
O=C(CCN1CCOCC1)Nc1c(-c2ccccc2)c2cc(Br)ccc2[nH]c1=O	-5	2	-2	-6	-10	-1	-2	-3	3.3
O=C(Nc1ccccc1F)Oc1cccc(OC(=O)Nc2ccccc2F)c1	1	-3	-3	3	3	-1	0	4	3.8
O=C(COC(=O)c1ccc[n+]([O-])c1)Nc1ccc([N+](=O)[O-])cc1C(F)(F)F	9	.	.	9	4	.	.	1	.
COCCN(CC(=O)Nc1cccc(C)c1C)C(=O)c1ccc2ccccc2n1	2	.	-3	-9	-2	.	.	14	0.5
CN(C)CCCN(Cc1ccccc1)C(=S)Nc1ccc(OC(F)F)cc1	-4	-1	-5	-3	6	2	-8	3	2.0
Cc1ccccc1Nc1ncnc2c1cnn2C	-1	4	-1	11	-2	-5	8	1	0.6
Cc1cccc(NC(=O)CSc2nc(C)c(CC(=O)c3ccc(Br)cc3)c(C)c2C#N)c1C	-4	4	-4	3	-5	-4	7	1	-0.4
CCCCCCCNC(=O)C1(CC2CC(c3ccccc3)=NO2)CCNCC1 (stereo unspecified)	3	-1	6	-10	4	-1	-19	4	0.6
Cc1ccc(OCC(=O)N2CCCC(CO)(CCOc3ccccc3)C2)cc1 (stereo unspecified)	7	1	-1	6	9	0	1	2	1.0
COC(=O)CSc1nnc(-c2ccco2)n1-c1ccc(C)cc1	4	-5	-6	0	1	3	6	0	2.8
COc1ccc(N(CCCN2C(=O)c3cccc4cccc(c34)C2=O)C(=O)c2cccnc2)cc1	-1	5	0	-15	7	9	17	75*	0.1
O=C(/C=C/c1cccs1)Nc1nc(-c2ccccc2)cs1	-34	0	3	4	-10	-1	0	-6	5.3
CCCCNC(=O)c1onc(CSc2cccc(F)c2)c1C(=O)O	24	0	1	12	1	-1	-3	0	-0.5
C#Cc1ccc([C@@H]2C=C(C(=O)O)O[C@H](OCc3ccc(CO)cc3)C2)cc1	1	0	0	-3	7	0	9	27	2.5
CCn1c(CCc2ccccc2)n[nH]c1=S	3	3	-4	-2	4	-3	-3	0	-1.6
Cc1cc2ccccc2n1CCC(=O)O	8	-2	0	-5	-1	-36	-5	3	2.1
O=C(Nc1ccc(Br)cn1)c1ccc([N+](=O)[O-])cc1Cl	8	-1	-1	14	-3	1	-1	3	-1.0
CCC(C(=O)NCCc1ccc(C)cc1)n1nc(C)c2c(C)n(-c3ccccc3)nc2c1=O (stereo unspecified)	3	2	2	-3	3	1	-3	3	2.5
CCC1(C)Cc2nc3[nH]c(=S)n(-c4ccccc4)c(=O)c3cc2CO1 (stereo unspecified)	-6	2	-4	10	3	0	8	-2	-0.5
CN(CC(=O)Nc1c(Cl)cccc1Cl)C(=O)c1cccn1C	-5	1	-3	0	-2	0	3	4	-0.1
COc1ccc(Nc2cc(C(=O)NCCCN3CCN(C)CC3)c3ccccc3n2)cc1OC	-2	0	-4	2	7	-2	-7	7	-3.6
CN(C)c1ccc(CN(C(=O)c2ccco2)C2CCS(=O)(=O)C2)cc1 (stereo unspecified)	6	0	1	0	5	-2	-1	2	-2.4
COc1ccccc1-c1nc(C#N)c(N2CCC(C(N)=O)CC2)o1	3	6	-3	-1	-2	1	-2	15	-1.3
COc1ccccc1NC(=O)C(C)N(C)Cc1ccc(Cl)s1 (stereo unspecified)	-1	3	0	2	0	0	-2	18	1.0
O=C(c1ccc(Br)cc1)N(Cc1nc2ccccc2c(=O)[nH]1)C1CCCC1	5	1	1	-1	3	-3	7	0	3.2
O=S(=O)(Nc1ccccc1)c1ccc(NS(=O)(=O)c2cccs2)cc1	-3	-1	-2	-1	4	3	5	0	0.8
NC(=O)c1cc(Cc2ccccc2)sc1NC(=O)c1ccco1	7	-1	2	-5	-8	-3	2	1	6.8
CC1(C)c2cc(Cl)ccc2-n2c1cc(O)c(-c1ccccc1)c2=O	-3	3	-2	7	-1	-2	2	17	-0.6
CCOC(=O)c1sc(NC(=O)CCCn2nc([N+](=O)[O-])c(Cl)c2C)c(C(=O)OCC)c1C	-1	0	2	-2	4	1	0	-1	0.6
CCOC(=O)c1sc(=S)n(-c2ccc(OC)cc2)c1N	.	9	-5	11	1	-1	1	4	-2.6
CCOC(=O)c1nn(-c2cccc(C)c2)c2nnc(Cc3ccc(C)cc3)c(=O)n12	1	4	3	-1	0	-1	14	3	1.1
Cc1cc(Br)ccc1NC(=O)CN(C)C(=O)C1CSC2(C)CCC(=O)N12 (stereo unspecified)	10	.	-3	-1	-1	.	.	2	1.9
